Assay outcomes from PubChem.
PriA SSB inh = blocks PriA binding to SSB C-terminal tail; AlphaScreen SSBct-PriA binding, biotinylated peptide; inhibition, % at 33 µM; 430,000 compounds, 0.6% hits; in the data active = inhibition mostly above about 37%, no sharp cut-off; inactive = mostly below about 20%;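 note: plate controls were negative control peptide for no effect and reference peptide for full effect; strong numbers were not always called active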
VHR inh abs = DUSP3 (human) phosphatase inhibition | P51452 | recombinant VHR phosphatase, pNPP absorbance | inhibition, % at 13.3 µM | 290,000 compounds, 0.52% hits; in the data active = inhibition above about 50%; note: some compounds called inactive have numbers as strong as hits
Target sequence (P51452 whole entry, looked up): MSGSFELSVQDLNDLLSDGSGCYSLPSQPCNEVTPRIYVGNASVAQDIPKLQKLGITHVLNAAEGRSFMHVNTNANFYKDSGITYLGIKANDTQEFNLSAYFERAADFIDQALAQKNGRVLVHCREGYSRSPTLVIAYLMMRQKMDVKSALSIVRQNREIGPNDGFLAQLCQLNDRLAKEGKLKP
Anthrax LF inh2 = blocks Bacillus anthracis lethal factor protease | P15917 | multiplex microsphere protease cleavage assay, LF | inhibition, % at 10 µM | 360,000 compounds, 0.12% hits | AID 588501; in the data active = inhibition above about 30%; note: plate controls were buffer without enzyme for full effect and enzyme alone for no effect
TcdB inh = inhibitors of Clostridioides difficile toxin B glycohydrolase; TcdB glycohydrolase enzymatic assay, plate reader; 350,000 compounds, 0.24% hits; inhibition, % at 9.99 µM; AID 652162; in the data active = inhibition above about 10%
MazEF act = increases E. coli MazEF RNase cleavage of RNA; activation, % at 20 µM; 350,000 compounds, 0.32% hits; P0AE70; FAM/BHQ RNA-DNA oligo cleavage fluorescence, 5 h; in the data active = activation above about 50%
Target sequence (P0AE70 whole entry, looked up): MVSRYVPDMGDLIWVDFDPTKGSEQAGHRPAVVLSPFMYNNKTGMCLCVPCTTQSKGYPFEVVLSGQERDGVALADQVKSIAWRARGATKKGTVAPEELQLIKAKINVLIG
Vc quorum ag = induces V. cholerae light production without autoinducers | V. cholerae BH1578 lux reporter, luminescence, 6 h | activation, % at 18.7 µM | 350,000 compounds, 0.16% hits | AID 588436; in the data active = activation mostly above about 9.7%, no sharp cut-off; note: not every result past the cut was called active; inactives centre near 0; reference of the scale not given here
Rv3671c protease = inhibitors of M. tuberculosis serine protease Rv3671c. P9WHR9. inhibition, % at 5.96 µM. AID 2606. 320,000 compounds, 0.048% hits; in the data active = inhibition above about 38%;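 note: extracellular domain of Rv3671c used as enzyme; 0% = enzyme with DMSO and 100% = no enzyme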
Target sequence (P9WHR9 whole entry, looked up, the tested form may be a part): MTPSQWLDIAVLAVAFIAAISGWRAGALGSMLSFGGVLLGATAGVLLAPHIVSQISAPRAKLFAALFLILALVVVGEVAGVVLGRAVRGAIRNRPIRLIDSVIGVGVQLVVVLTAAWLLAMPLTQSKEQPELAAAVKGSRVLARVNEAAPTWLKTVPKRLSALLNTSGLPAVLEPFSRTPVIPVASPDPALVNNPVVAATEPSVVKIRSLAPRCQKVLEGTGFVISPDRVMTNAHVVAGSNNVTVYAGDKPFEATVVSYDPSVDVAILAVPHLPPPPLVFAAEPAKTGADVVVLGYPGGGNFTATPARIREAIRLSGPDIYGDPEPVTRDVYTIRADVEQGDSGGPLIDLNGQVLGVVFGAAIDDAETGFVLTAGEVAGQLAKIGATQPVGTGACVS
PfHsp40 yeast = compounds rescuing yeast from Plasmodium falciparum HSP40 toxicity | 340,000 compounds, 0.68% hits | growth rescue, % at 12.5 µM | S. cerevisiae expressing PfHsp40, growth rescue, ATP luminescence; in the data active = growth rescue above about 28%, passing the limit was not always enough;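 note: yeast W303a lacking pdr1 and pdr3 grown in galactose medium; growth measured after three days at 30 °C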
SARS 3CLpro inh = SARS-CoV 3CLpro protease inhibition | recombinant SARS-CoV 3CLpro, quenched FRET peptide cleavage | P0C6X7 | AID 1706 | inhibition, % at 6 µM | 290,000 compounds, 0.14% hits; in the data active = inhibition above about 12%
Yp Topo-I inh = blocks Yersinia pestis topoisomerase I activity. Y. pestis Topo-I cleavage product accumulation, plate reader. activity, % at 10 µM. 360,000 compounds, 0.064% hits; in the data active = activity above about 50%, passing the limit was not always enough; note: inactives centre near 2
* hit, by the source's call; i = inactive; . = not tested or not shown; & = joins results of further samples. A portion of the library. The share of hits here may be higher or lower than overall.

mol,PriA SSB inh,VHR inh abs,Anthrax LF inh2,TcdB inh,MazEF act,Vc quorum ag,Rv3671c protease,PfHsp40 yeast,SARS 3CLpro inh,Yp Topo-I inh
CC(=O)c1ccc(NC(=O)c2onc(C)c2Cl)cc1,-5.4,-15.2,5.5,1.3,8.0,1.3,2.3,-0.1,-1.1,-6.8
CCOc1ccc(N2CC(C(=O)Nc3ccc(N4CCOCC4)cc3)CC2=O)cc1 (stereo not drawn),7.5,-4.6,5.2,.,0.8,i,-8.0,-0.8,-0.6,-12.7
CCN(CC)CCC#CC(O)(c1ccccc1)c1ccccc1,0.7,25.3,1.2,.,0.1,-0.3,2.6,-1.0,-1.6,3.2
CCOC(=O)c1nc(-c2ccccc2)oc1N(C)C,-12.3,18.2,-1.1,.,-0.9,i,-2.0,0.0,-0.3,-11.6
COc1ccc(-c2[nH]ncc2CN(C)C(C)c2cccs2)c(F)c1 (stereo not drawn),-0.1,13.4,-0.6,0.1,-0.9,-0.2,14.1,0.0,-3.9,12.2
CC(c1ccon1)N(C)Cc1cn[nH]c1-c1ccc(F)cc1F (stereo not drawn),-3.0,19.4,0.8,0.2,4.3,i,-7.5,-2.1,0.6,6.4
COc1ccc(-c2cc3cc(OC)c(OC)cc3c(C)n2)cc1C,-10.2,-0.7,-6.5,0.4,-4.3,i,1.8,0.1,-3.9,5.9
CCN(CC)S(=O)(=O)c1ccc(Cl)c(NC(=O)COC(=O)c2cccn2C)c1,-5.2,-7.7,0.0,0.3,-0.9,-0.1,-9.8,0.0,-2.6,2.6
Cc1cc(C)nc(OC(C(=O)O)C(OCC(C)C)(c2ccccc2)c2ccccc2)n1 (stereo not drawn),-16.8,-3.8,-4.8,-0.2,1.5,i,-2.2,-0.2,4.0,6.8
Cc1cc(C)nc(SCc2cccc(C(=O)O)c2)n1,-24.3,-0.2,-1.5,3.9,4.2,i,0.4,-0.7,1.2,-0.1
Cc1cc(OCCOCCN2CCCC2)ccc1C(C)C,-7.8,15.1,-3.6,.,5.4,-0.4,4.1,-0.7,0.7,1.0
O=C(N/N=C/C=C/c1ccccc1)c1ccncc1,.,2.6,-1.7,.,-9.8,i,-9.4,-1.6,-3.7,5.1
CC(C)Cc1nn2c(=O)cc(O)nc2s1,1.1,4.0,-0.3,0.9,-1.9,-0.5,-8.1,2.8,-0.5,-5.9
CCn1c(SCC(=O)Nc2nc(C)cs2)nnc1-c1ccncc1,-0.9,24.1,-12.5,1.2,2.4,-0.1,5.6,-1.0,-5.4,-4.3
CCOC(=O)C1CCCCN1C(=O)CCc1c(C)nc2cc(-c3ccccc3)nn2c1C (stereo not drawn),-5.6,4.0,-0.1,-2.1,9.9,-0.1,-4.6,-0.3,-2.1,34.9
O=C(COC(=O)/C=C/c1ccccc1)Nc1ccc(Cl)cn1,-6.1,.,1.5,1.0,-5.9,i,1.1,0.0,.,-2.8
CN(C)C1(CNC(=O)Cc2ccccc2F)CCCCC1,-3.0,-7.6,-5.6,0.6,-1.8,0.8,-1.2,-1.7,-1.6,-0.6
CCN(C(=O)CSc1ncn[nH]1)c1c(N)n(Cc2ccccc2)c(=O)[nH]c1=O,-9.5,.,-3.7,1.3,4.9,-0.4,-6.4,1.5,.,3.1
CCCC(=O)NC1CCCc2c1cnn2-c1ccc(C)c(C)c1 (stereo not drawn),-13.9,6.5,-0.2,-0.2,8.1,23.3,-2.2,-1.2,6.8,5.0
O=S(=O)(c1ccc(C(F)(F)F)cc1)N1CCCN(c2ccc(C(F)(F)F)cn2)CC1,-16.2,20.1,-10.7,2.1,-0.9,0.3,-5.3,0.3,4.3,22.8
COC(=O)CN(C(=S)Nc1ccc(F)cc1)C1CC(=O)N(c2ccc(OC)cc2)C1=O (stereo not drawn),-14.5,4.8,-0.6,.,-4.6,2.4,-1.5,-0.4,6.9,0.0
COc1ccc(C(=O)Nc2c(C)ccc3nsnc23)cc1[N+](=O)[O-],-2.5,-4.8,-0.4,.,3.4,i,-4.8,-1.3,2.0,-2.7
CC(C)(CN1CCC(Cc2ccccc2)CC1)NS(=O)(=O)c1ccccc1,-15.7,-2.5,-4.8,0.5,-2.7,0.5,25.1,0.6,-0.4,1.8
O=C(O)c1cccc(S(=O)(=O)Nc2ccccc2C(=O)NCCc2ccccc2)c1,-9.5,-2.4,3.2,0.4,-5.9,-0.4,-0.1,0.5,2.3,2.4

Entries of single compounds from above.
Results for `Cc1cc(C)nc(OC(C(=O)O)C(OCC(C)C)(c2ccccc2)c2ccccc2)n1` (stereo not drawn) : PriA SSB inh = -16.8; VHR inh abs = -3.8; Anthrax LF inh2 = -4.8; TcdB inh = -0.2; MazEF act = 1.5; Vc quorum ag = i; Rv3671c protease = -2.2; PfHsp40 yeast = -0.2; SARS 3CLpro inh = 4.0; Yp Topo-I inh = 6.8
Results for `COc1ccc(-c2cc3cc(OC)c(OC)cc3c(C)n2)cc1C` : PriA SSB inh = -10.2; VHR inh abs = -0.7; Anthrax LF inh2 = -6.5; TcdB inh = 0.4; MazEF act = -4.3; Vc quorum ag = i; Rv3671c protease = 1.8; PfHsp40 yeast = 0.1; SARS 3CLpro inh = -3.9; Yp Topo-I inh = 5.9

More compounds follow:
mol,PriA SSB inh,VHR inh abs,Anthrax LF inh2,TcdB inh,MazEF act,Vc quorum ag,Rv3671c protease,PfHsp40 yeast,SARS 3CLpro inh,Yp Topo-I inh
C/C(=N\O)C(=O)NCCCn1ccnc1,.,12.6,1.6,-0.4,2.5,0.8,-5.6,-1.5,-2.1,3.7
Fc1ccc(Nc2nnns2)cc1,-5.6,6.1,-3.6,-0.4,0.1,-0.5,9.2,0.2,-3.7,2.9
CC(C)CCn1c(CN2CCN(Cc3ccccc3)CC2)nc2c1c(=O)[nH]c(=O)n2C,-11.7,2.9,-0.9,.,2.4,2.2,3.0,-1.0,-2.1,-4.3
CNC(=O)c1csc(-c2ccncc2)n1,-17.8,-10.9,-6.9,.,-5.7,-0.7,-0.2,0.0,-0.9,1.2
CCC1(N(C(C)=O)c2ccc(OC)cc2)C(=O)c2ccccc2C1=O,-4.5,4.4,-2.0,.,-6.6,i,-4.8,2.2,0.5,-7.0
O=C(NCc1ccccc1)c1ccccc1Br,-13.2,13.0,2.2,2.6,5.2,-0.1,-6.3,-0.8,1.7,0.4
CC(=O)c1cccc(NC(=O)CSc2nc(=O)n(Cc3ccccn3)c3c2CCC3)c1,-2.0&-6.7,.,4.4,1.3,5.5,i,-4.0,-1.0,.,5.7
COc1ccc(NC(=O)CN(C)CC(=O)Nc2ccc(Cl)cc2F)cc1,4.3,25.6,-5.0,1.2,-1.4,-0.3,9.0,-0.6,0.2,13.9
COc1cc(C(=O)C(O)c2ccc(O)c(OC)c2)ccc1O (stereo not drawn),-13.0,.,-5.3,4.8,8.0,i,.,-0.4,.,1.3
CCN(CC)S(=O)(=O)c1ccc(S(=O)(=O)N2CCC(C(=O)NC3CCN(Cc4ccccc4)CC3)CC2)cc1,1.0,6.7,-0.8,.,-5.2,-0.1,4.8,0.0,1.1,-3.9
COc1cccc(NC(=O)CN(Cc2ccccc2)S(C)(=O)=O)c1,2.5,-0.1,-1.0,0.4,-1.9,-0.4,0.9,0.2,3.0,5.7
CCC1=NN(C(=O)COc2ccccc2)C(O)(c2ccncc2)C1 (stereo not drawn),-15.8,15.1,4.7,1.4,-24.8,-0.2,-3.2,-0.1,0.5,-4.7
O=[N+]([O-])c1ccc(Cc2nnc(-c3ccc(F)cc3)o2)cc1,-0.2,26.9,15.2,0.0,3.4,-0.2,3.4,-0.3,-1.2,3.2
CC1(C(=O)NCc2ccccn2)C=CCN1C(=O)c1ccccc1 (stereo not drawn),-6.6,-7.3,0.4,-2.3,2.0,0.4,-9.3,-1.3,-1.0,-6.2
Cc1onc(-c2cccc(Cl)c2Cl)c1C(=O)O/N=C(\N)c1ccc([N+](=O)[O-])o1,.,2.6,.,1.2,15.7,1.6,-1.9,0.3,-5.8,-8.2
COc1ccc(-c2[nH]ncc2/C=N/NC(=O)c2ccncc2)c(OC)c1,.,14.2,-1.2,0.1,3.6,-0.4,1.0,-0.8,3.4,5.2
Cc1ccc(C(=O)NC(C)c2nnc(SCC(=O)NC3CCCC3)n2C)cc1 (stereo not drawn),-2.5,7.4,4.0,1.8,4.2,i,.,0.6,2.2,5.2
COc1ccccc1CC(=O)Nc1ccc(S(=O)(=O)N(C)C2CCN(C)CC2)cc1,-1.5,.,-10.2,-0.8,2.9,-0.4,-4.7,-0.6,.,-2.3
CCOC(=O)C1=C(C)NC(C)=C(C(=O)OCCNC(=O)c2cccnc2)C1c1cccc([N+](=O)[O-])c1 (stereo not drawn),5.1,5.0,1.2,.,14.0,-0.2,5.2,-0.9,-7.4,-5.3
CC(C)CC1NC(=O)N(CC(=O)Nc2cc(F)ccc2F)C1=O (stereo not drawn),-6.7,.,0.4,-0.7,3.2,-0.2,-10.0,-2.2,.,4.9
Cc1ccc(S(=O)(=O)CCC(=O)OCc2ccc(Cl)cc2)cc1,8.4,-4.4,1.0,1.7,-8.2,-0.4,-7.5,0.0,-7.8,35.0
O=C(COC(=O)c1cccc2ccccc12)Nc1cccnc1Cl,-2.8,7.6,-1.0,-0.5,1.0,-3.0,-13.3,2.9,-0.3,5.3
Cc1cc(C)nc(/N=C2/NC(=O)CS2)n1,.,25.2,-2.1,0.1,-4.8,-7.1,-4.1,1.3,2.2,1.3
Cc1cc(C(=O)Nc2nc3c(s2)CCCC3)cs1,-2.7,13.4,-4.1,.,-3.5,-0.1,0.9,-0.6,0.2,7.9
CCOCCn1c(N2CCCC2)nc2c1c(=O)[nH]c(=O)n2C,4.7,17.9,.,0.6,-2.6,i,3.5,-1.0,-4.0,-1.8
NS(=O)(=O)c1ccc(NC(=O)c2ccc(COc3ccccc3)o2)cc1,-8.2,-8.9,-0.9,0.3,9.2,-0.2,-2.4,-0.4,0.2,25.2
CC(=O)c1ccc(NC(=O)c2ccn(C(=O)OCC(C)C)n2)cc1,1.4,-4.8,-3.1,.,-12.7,i,12.8,-0.6,-1.8,-2.8
O=C(CCCN1C(=O)c2cccc3cccc(c23)C1=O)NCCN1CCOCC1,-8.7,27.7,0.2,0.8,3.6,-0.1,-1.2,0.4,3.1,-7.0
CCn1c(CC(=O)Nc2ccc(F)cc2)nnc1SCC(=O)Nc1nnc(C)s1,-4.4,27.7,-6.3,0.3,-13.6,-0.2,-9.1,1.2,-6.3,-2.2
CN(C(=O)CS(=O)(=O)Cc1ccccc1Cl)c1ccccc1,-3.8,16.6,-0.2,2.0,4.4,-0.2,6.0,1.3,-1.4,10.8
Cc1ccc(C(=O)N2CCC(Cc3ccccc3)CC2)cc1[N+](=O)[O-],3.3,19.9,-1.0,1.4,9.2,-0.2,-13.3,2.6,7.6,-7.8
Cc1nnc(SCC(=O)NC2CCS(=O)(=O)C2)n1Cc1ccccc1 (stereo not drawn),-12.1,-19.6,-3.3,0.0,5.3,i,5.2,-0.3,5.8,2.2
CCOc1ccc2[nH]cc(C(=O)NCc3ccc(F)cc3)c(=O)c2c1,-6.0,16.6,.,1.0,-5.4,i,.,-1.2,0.9,1.7
COC(=O)C(NC(C)=O)(Nc1nc2ccc(C)cc2s1)C(F)(F)F (stereo not drawn),-6.7,0.0,-3.2,.,-3.2,3.6,1.6,-0.4,5.5,-2.5
Cc1ccccc1NC(=O)CSc1nc(COc2ccccc2)nc2ccccc12,-6.8,37.0,1.1,.,-2.8,i,-15.3,0.1,-1.8,-1.1
CCN1C(=O)[C@@H]2[C@H](C1=O)[C@@H]1C[C@H]3C(=O)N(CC)C(=O)[C@H]3[C@@H]3C1=C(C(=O)N1C(=O)OC(=NCC4CC4)[C@]31C)[C@@H]2C,-1.7,7.3,-3.3,1.4,8.7,-10.0,-10.6,1.2,.,0.8
CCOc1ccc(S(=O)(=O)N2CCN(c3ccc(OC)cc3)CC2)c2cccnc12,-2.6,25.9,1.8,.,-4.4,-7.9,1.6,1.8,1.6,29.9
